Screening results (PubChem BioAssay)
FLuc act counter = FLuc activators, initial screening, artefact control for FLuc-dependent activation tests, biochemical, ATPlite luminescence; 200,000 tested, under 10 active; activation factor at 10 µM; ATPlite luciferase biochemical, 10 min; 0 = ATP-free wells, 1 = DMSO control;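 active = luciferase activation factor, scaled between plate controls, of at least 2 with compound at 10 µM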
Target sequence (P08659 whole entry, looked up): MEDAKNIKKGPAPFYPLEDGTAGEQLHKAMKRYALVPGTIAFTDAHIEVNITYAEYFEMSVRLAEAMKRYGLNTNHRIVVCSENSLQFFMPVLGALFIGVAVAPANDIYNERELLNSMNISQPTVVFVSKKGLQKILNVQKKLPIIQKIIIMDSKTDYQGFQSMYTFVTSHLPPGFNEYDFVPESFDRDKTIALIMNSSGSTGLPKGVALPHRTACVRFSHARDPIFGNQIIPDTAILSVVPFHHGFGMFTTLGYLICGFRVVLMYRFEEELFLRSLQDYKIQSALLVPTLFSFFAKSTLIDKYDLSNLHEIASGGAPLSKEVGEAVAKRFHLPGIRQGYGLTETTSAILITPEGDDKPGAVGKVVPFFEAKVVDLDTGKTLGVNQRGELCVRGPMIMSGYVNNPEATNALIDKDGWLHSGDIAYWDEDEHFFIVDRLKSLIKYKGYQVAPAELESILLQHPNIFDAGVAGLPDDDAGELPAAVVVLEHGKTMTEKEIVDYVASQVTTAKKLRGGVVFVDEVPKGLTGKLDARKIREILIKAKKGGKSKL
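Material: Luciferase/luciferin reagent mix; Doses: test compounds dosed from 2 mM stocks in 100% DMSO; Schedule: 10 min incubation after luciferase reagent addition, room temperature; Measured by: luminescence from luciferase reaction; Read-out: luminescence gain marking luciferase activators.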
bIAP activator = bovine intestinal alkaline phosphatase activators, primary screen, biochemical, bovine IAP, CDP-star luminescence; AID 1016, 2008; activation factor at 20 µM; 200,000 tested, 0.17% active; purified bovine IAP, 30 min; active compounds read high; fold of DMSO-control signal, blank-subtracted; alkaline phosphatase, intestinal [Bos taurus];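 active = activation factor of 2 or more at 20 µM, a signal rise over negative controls twice the positive control's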
TNAP inh hiacc = human TNAP enzyme inhibitors, primary screen, biochemical, luminescent, high phosphate acceptor level, uHTS; purified TNAP, CDP-star luminescence, 1 M DEA; AID 1135, 2008; inhibition, % at 20 µM; 200,000 tested, 0.03% active;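 active = over 50% inhibition of tissue-nonspecific alkaline phosphatase at 20 µM in the single-dose screen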;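 note: plate controls were DMSO wells for no effect and EDTA-quenched wells as full inhibition for full effect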
Target sequence (P05186 whole entry, looked up): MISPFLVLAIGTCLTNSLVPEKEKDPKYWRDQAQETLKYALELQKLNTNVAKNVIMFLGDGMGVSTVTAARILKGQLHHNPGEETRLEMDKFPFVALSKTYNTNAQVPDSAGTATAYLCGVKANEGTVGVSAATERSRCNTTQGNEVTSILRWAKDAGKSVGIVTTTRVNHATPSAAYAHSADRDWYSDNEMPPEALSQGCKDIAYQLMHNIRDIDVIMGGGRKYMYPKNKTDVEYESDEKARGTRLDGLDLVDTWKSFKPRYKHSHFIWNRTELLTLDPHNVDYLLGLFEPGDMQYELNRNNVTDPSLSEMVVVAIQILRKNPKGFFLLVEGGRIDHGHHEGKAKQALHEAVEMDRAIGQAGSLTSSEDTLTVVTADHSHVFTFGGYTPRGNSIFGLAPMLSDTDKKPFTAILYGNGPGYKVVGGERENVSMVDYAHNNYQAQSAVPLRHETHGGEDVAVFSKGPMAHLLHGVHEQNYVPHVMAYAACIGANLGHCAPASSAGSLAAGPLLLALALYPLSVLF
TNAP inh noacc = human TNAP enzyme inhibitors, primary screen, biochemical, luminescent, no phosphate acceptor, uHTS. inhibition, % at 20 µM. purified TNAP, CDP-star luminescence, 30 min. 200,000 tested, 0.26% active. AID 1012, 2008. Alkaline phosphatase, tissue-nonspecific isozyme (Homo sapiens), P05186;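 active = tissue-nonspecific alkaline phosphatase inhibition above about 50% at 20 µM in the single-dose screen, limit read from the data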;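 note: 0% = DMSO negative control and 100% = EDTA positive control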
APP transl inh = inhibitors of APP translation via 5'UTR reporter, primary screen, APP 5'UTR luciferase, SH-SY5Y cells; inhibition, % at 2 µM; SH-SY5Y APP 5'UTR-luciferase reporter, luminescence; AID 1285, 2008; 190,000 tested, 0.82% active;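 active = inhibition above a set limit, derived from the sample mean plus 3 SD, cut at about 45% in these data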; note: values of inactives mirror those of a sister screen read the other way
RAM inhibit = inhibitors of the yeast RAM network, primary screen, dse1pr::URA3 reporter, 5-FOA selection; S. cerevisiae dse1pr::URA3 reporter, 5-FOA growth OD615, 2 d; analog-sensitive cbk1-as2 kinase mutant strain; inhibition, % at 50 µM; 190,000 tested, 1.8% active;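 active = inhibition above a set limit, 3 SD over mean compound inhibition, cut at about 8.4% in these data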;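 note: 0% = DMSO-only wells with no growth and 100% = 10 µM 1-NA-PP1 full growth; inhibition rescues growth on 5-FOA so higher OD means more RAM inhibition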
L major viab = Leishmania major promastigote growth inhibition, primary screen | 200,000 tested, 9% active | Leishmania major promastigotes, resazurin fluorescence viability | inhibition, % at 10 µM; in the data active = inhibition above about 50%;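 note: promastigotes grown with compound for 44 hours at 28 °C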
bIAP inh = bovine intestinal alkaline phosphatase inhibitors, primary screen, selectivity assay for TNAP inhibitor project, biochemical, bovine IAP, CDP-star luminescence | alkaline phosphatase, intestinal [Bos taurus] | purified bovine IAP, 30 min | inhibition, % at 20 µM | 190,000 tested, under 10 active;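 active = over 50% inhibition of intestinal alkaline phosphatase at 20 µM in the single-dose screen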
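Assay system – bovine IAP enzyme · Quantity – bovine IAP at 1/65,000,000 final dilution · Detection – CDP-star luminescence signal · Times – 30 min reaction at room temperature · Also added – CDP-star substrate at 30 µM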
TNAP act hi DEA = TNAP activators at high phosphate acceptor level, primary screen, biochemical, luminescence, uHTS; purified TNAP, CDP-star luminescence, 1 M DEA, 30 min; active compounds read high; 0 = EDTA background, 1 = DMSO-only activity; activation factor at 20 µM; 200,000 tested, under 10 active;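 active = activation factor at least 2 at 20 µM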
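Test system – human TNAP · Doses – 20 µM single point · Incubation – 30 min, room temperature · Signal – luminescent substrate turnover signal · Read-out basis – activation factor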
FLuc inhib CS = firefly luciferase enzyme inhibitors, primary screen, artefact control for luciferase-based inhibitor screens, biochemical, luminescence, ATPLite; Luciferin 4-monooxygenase (Photinus pyralis), P08659; 10 min; inhibition, % at 10 µM; 200,000 tested, 1.5% active; AID 1006, 2008;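 active = inhibition above about 50% when tested at 10 µM, limit read from the data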
The depositor's hits bear a star; / = no result given.

no. | structure | FLuc act counter | bIAP activator | TNAP inh hiacc | TNAP inh noacc | APP transl inh
1 | CC(=O)c1ccc(NC(=S)NCC(c2ccco2)N2CCCC2)cc1 (stereo not given) | 1.1 | 1.1 | -5 | -6 | -6
2 | O=C(Cn1ncc2c(=O)oc3ccccc3c21)NC1CC1 | 1.1 | 0.9 | -3 | -11 | 7
3 | CNc1nc(N(C)C)nc(N(C)C)n1 | 1 | 0.9 | -3 | -12 | -5
4 | CC1CCCCC1NC(=O)COC(=O)c1ccc(N(C)C)cc1 (stereo not given) | 1 | 0.9 | -3 | -9 | 36
5 | CC(C)CC(=O)Nc1ncnc2c1C(=O)CC(C)(C)C2 | 1 | 0.9 | 4 | 4 | -4
6 | CCc1ccc(N(CC)c2ncnc3nc[nH]c23)cc1 | 1 | 1.2 | -1 | -17 | -14
7 | CC(CCc1ccccc1)NC(=O)c1cccs1 (stereo not given) | 1.1 | 0.9 | -8 | -14 | 2
8 | COc1ccc(CNC(=S)Nc2ccccc2-c2ccccc2)cc1 | 1 | 0.8 | 0 | -10 | -1
9 | Cc1noc(C)c1COC(=O)C1(c2cccc(F)c2)CCCC1 | 1.1 | 1 | -7 | 2 | 2
10 | O=S(=O)(c1ccc(F)cc1)N1CCN(Cc2ccccc2C(F)(F)F)CC1 | 1.1 | 0.9 | -2 | -10 | -3

no. | RAM inhibit | L major viab | bIAP inh | TNAP act hi DEA | FLuc inhib CS
1 | 2.2 | 2 | -9 | 1.1 | -7
2 | 1.6 | -10 | 8 | 1 | -6
3 | -0.6 | -2 | 14 | 1 | -1
4 | 2.3 | 0 | 10 | 1 | -2
5 | 2.3 | -5 | 12 | 1 | 1
6 | -0.9 | 1 | -21 | 1 | -5
7 | 0.4 | -1 | 12 | 1.1 | -9
8 | 1.1 | 24 | 21 | 1 | -2
9 | 0.6 | -3 | 1 | 1.1 | -7
10 | 0.6 | 51* | 11 | 1 | -5

Next section; it opens with the 5 that closed the last part.
no. | structure | FLuc act counter | bIAP activator | TNAP inh hiacc | TNAP inh noacc | APP transl inh
6 | CCc1ccc(N(CC)c2ncnc3nc[nH]c23)cc1 | 1 | 1.2 | -1 | -17 | -14
7 | CC(CCc1ccccc1)NC(=O)c1cccs1 (stereo not given) | 1.1 | 0.9 | -8 | -14 | 2
8 | COc1ccc(CNC(=S)Nc2ccccc2-c2ccccc2)cc1 | 1 | 0.8 | 0 | -10 | -1
9 | Cc1noc(C)c1COC(=O)C1(c2cccc(F)c2)CCCC1 | 1.1 | 1 | -7 | 2 | 2
10 | O=S(=O)(c1ccc(F)cc1)N1CCN(Cc2ccccc2C(F)(F)F)CC1 | 1.1 | 0.9 | -2 | -10 | -3
11 | CCc1nnc(-n2nc(C)cc2-c2ccccc2)n1N | 1.1 | 0.9 | -1 | -13 | 2
12 | O=C(COC(=O)c1ccc(NS(=O)(=O)c2cccs2)cc1O)NCc1ccccc1 | 1 | 1 | -2 | -8 | -11
13 | CCc1cccc(NC(=O)Cn2c(=O)oc3cc(S(=O)(=O)N4CCOCC4)ccc32)c1 | 1 | 1 | -9 | -2 | -6
14 | CCc1nnc(NC(=O)c2ccc(S(=O)(=O)N(CC(C)C)CC(C)C)cc2)o1 | 1 | 1 | 3 | -2 | 2
15 | CCOC(=O)C1CCCN(c2c(NCC3CCCN3CC)c(=O)c2=O)C1 (stereo not given) | 1.1 | 1 | -2 | 11 | 3
16 | CC(=O)Oc1cccc(N2C(=O)C3C(C2=O)C2C=CC3C23CC3)c1 (stereo not given) | 1.1 | 1 | -6 | -2 | 0
17 | Cn1c2ccccc2c2c(C(=O)N3CCN(C(=O)c4ccco4)CC3)cn(C3CCCCC3)c(=O)c21 | 1.1 | 1 | -1 | 30 | -8
18 | O=C(c1ccc(COc2ccccc2Br)o1)N1CCN(c2ccccn2)CC1 | 1.1 | 1 | -5 | -11 | 1
19 | COc1ccccc1NC(=O)CSc1c2c(nc3ccccc13)CCC2 | 1.1 | 0.8 | -3 | -6 | 2
20 | Cc1c(N=C2NC(=O)C(CC(=O)Nc3ccccc3)S2)c(=O)n(-c2ccccc2)n1C (stereo not given) | 1 | 1 | -3 | -7 | 5

no. | RAM inhibit | L major viab | bIAP inh | TNAP act hi DEA | FLuc inhib CS
6 | -0.9 | 1 | -21 | 1 | -5
7 | 0.4 | -1 | 12 | 1.1 | -9
8 | 1.1 | 24 | 21 | 1 | -2
9 | 0.6 | -3 | 1 | 1.1 | -7
10 | 0.6 | 51* | 11 | 1 | -5
11 | 0.0 | -7 | 7 | 1 | -9
12 | 7.1 | -3 | 0 | 1 | 1
13 | 1.4 | -6 | 0 | 1.1 | -2
14 | 0.3 | 96* | 1 | 1 | -2
15 | -0.5 | -5 | -2 | 1 | -8
16 | 0.0 | -3 | -4 | 1.1 | -10
17 | -0.7 | 26 | -4 | 1 | -6
18 | 1.5 | -4 | -2 | 1 | -9
19 | -0.4 | 36 | 19 | 1 | -8
20 | 1.7 | -3 | 2 | 1 | -3

Next section:
no. | structure | FLuc act counter | bIAP activator | TNAP inh hiacc | TNAP inh noacc | APP transl inh
21 | COc1ccc(/C=C(/NC(=O)/C=C/c2ccccc2)C(=O)O)cc1 | 1.1 | 1 | 0 | -9 | -8
22 | CCN=c1scc(C)n1/N=C/c1ccsc1 | 0.9 | 1.1 | -5 | -8 | -97
23 | CCOC(=O)Cn1c(=NC(=O)C2COc3ccccc3O2)sc2cc(S(N)(=O)=O)ccc21 (stereo not given) | 1 | 1 | 3 | -13 | -5
24 | CCN(CC)CC#CCC(C)(c1ccccc1)c1ccccc1 | 1.1 | 1 | -7 | 4 | 9
25 | Cc1ccc2cccc(OCC(=O)NCc3ccco3)c2n1 | 1 | 1.1 | -2 | 18 | -1
26 | CCOC(=O)c1[nH]c2ccc(C)cc2c1N | 0.5 | 0.9 | -2 | -12 | -111
27 | Cc1cc(C)n(-c2ccc(C(=O)Nc3nc4ccccc4s3)cc2)n1 | 0.9 | 0.9 | -4 | -11 | -109
28 | COC(=O)C1CCN(C(=O)c2sc3nc(-c4ccc(F)cc4)cn3c2C)CC1 | 1 | 1 | -2 | -8 | 4
29 | CC(=O)N(Cc1c(C#N)c2ccccc2n1C)c1ccccc1 | 1 | 1 | -7 | -8 | -8
30 | Cn1nc(C(=O)Nc2cccnc2)c2ccccc2c1=O | 1 | 0.9 | -1 | 1 | -11

no. | RAM inhibit | L major viab | bIAP inh | TNAP act hi DEA | FLuc inhib CS
21 | 4.0 | -7 | 4 | 1 | -9
22 | 1.1 | 19 | -5 | 1.1 | 6
23 | 4.8 | -1 | 2 | 1 | -4
24 | -1.3 | 94* | -2 | 1.1 | -11
25 | 1.0 | 20 | -14 | 1 | 2
26 | 0.8 | -4 | 12 | 1 | 51*
27 | 6.5 | -7 | 9 | 1 | 6
28 | 1.7 | 16 | -3 | 1 | 3
29 | 0.8 | 3 | 5 | 1.1 | -3
30 | 1.0 | -1 | 12 | 1 | -2

Later entries
no. | structure | FLuc act counter | bIAP activator | TNAP inh hiacc | TNAP inh noacc | APP transl inh
31 | N#Cc1nc(-c2cccs2)oc1NCc1ccccc1Cl | 1 | 0.9 | 2 | -6 | 5
32 | CC1CC(C)CN(C(=O)Nc2ccc(Br)cc2)C1 (stereo not given) | 1 | 1.1 | -3 | -8 | -26
33 | O=C(CSc1nnc(-c2ccc(F)cc2)o1)Nc1ccc(S(=O)(=O)N2CCCCCC2)cc1 | 1.1 | 1 | -4 | -16 | -2
34 | O=C(CSc1nc2ccccc2[nH]1)N1c2ccccc2Sc2ccccc21 | 1 | 1 | 0 | -14 | -11
35 | O=C(Nc1ccccc1)N1CC=C(c2ccccc2)CC1 | 0.9 | 0.9 | -3 | -8 | -56
36 | CN(C)C(=O)[C@@H]1C[C@H]1[C@@H](NC(=O)OCc1ccccc1)c1ccccc1 | 1 | 0.6 | 5 | -2 | 2
37 | CCSc1nnc(NC(=O)c2cc3c(s2)CCCC3)s1 | 0.9 | 1 | -1 | -8 | -19
38 | CC(C)CN1CCN(C2CCN(C(C)C)CC2)C(CCO)C1 (stereo not given) | 1.1 | 0.9 | -8 | -16 | -12
39 | CC(C)CC(=O)Nc1nc2ccc(S(=O)(=O)N3CCOCC3)cc2s1 | 1.1 | 1 | -6 | -8 | 7
40 | COC(=O)c1cn(CCOc2ccccc2OC)c2ccccc12 | 1 | 0.9 | -1 | -7 | 2

no. | RAM inhibit | L major viab | bIAP inh | TNAP act hi DEA | FLuc inhib CS
31 | 2.2 | 0 | 8 | 1 | 1
32 | 2.9 | 14 | -13 | 1 | 2
33 | 1.4 | -2 | 2 | 1 | -9
34 | 4.3 | 23 | 4 | 1 | -4
35 | 0.1 | 81* | 13 | 1 | 7
36 | -0.3 | 4 | 38 | 0.9 | 0
37 | -0.7 | -6 | -3 | 1 | 7
38 | 2.5 | -1 | 7 | 1.1 | -7
39 | 4.1 | -1 | 5 | 1.1 | -8
40 | 7.2 | 31 | 8 | 1 | -3

Additional structures.
no. | structure | FLuc act counter | bIAP activator | TNAP inh hiacc | TNAP inh noacc | APP transl inh
41 | Cc1ccc(-c2nnn(CC(=O)N3CCCCC3)n2)o1 | 1 | 1.1 | 1 | -8 | -24
42 | CCOC(=O)N1CCN(C(=O)COc2ccc(S(=O)(=O)NCc3ccccc3)cc2)CC1 | 1.1 | 1 | -4 | -10 | 4
43 | Cc1ccc2nc(-c3ccc(NC(=O)CCS(=O)(=O)c4ccccc4)cc3)sc2c1 | 0.9 | 0.4 | 5 | 3 | -126
44 | COc1ccc(Cn2c(=S)[nH]c3ccccc32)cc1 | 1 | 0.9 | 0 | -94 | 0
45 | CCOC(=O)C(NC(C)=O)(Nc1cccc(F)c1)C(F)(F)F (stereo not given) | 1 | 1 | 0 | -7 | -2
46 | CCCc1[nH][nH]c(=O)c1C(c1ccccc1)C(C#N)C#N (stereo not given) | 1.1 | 1.1 | -2 | -3 | 4
47 | COCCNC(=S)NNC(=O)c1ccco1 | 1 | 1.2 | -8 | -34 | -6
48 | CCn1c(=O)c(C(=O)Nc2ccsc2C(=O)OC)c(O)c2ccccc21 | 1.1 | 1.2 | 0 | 6 | 10

no. | RAM inhibit | L major viab | bIAP inh | TNAP act hi DEA | FLuc inhib CS
41 | 2.7 | -8 | -9 | 1 | -3
42 | 4.2 | 2 | -3 | 1 | -6
43 | 6.0 | 0 | / | 0.9 | 11
44 | 1.4 | -1 | 11 | 1 | -1
45 | 2.5 | -3 | 0 | 1 | -3
46 | 3.8 | 12 | -9 | 1 | -6
47 | 3.5 | -1 | -19 | 1.1 | -3
48 | 1.8 | 4 | -17 | 1 | -5
